Assay outcomes: PubChem, several laboratories
C-LANA FP: inhibitors of KSHV C-LANA binding to DNA, primary screen, biochemical, fluorescence polarization, FAM-LBS DNA, MBP-C-LANA, single point; Kaposi's sarcoma herpesvirus LANA C-terminal domain (residues 932-1162) DNA binding; inhibition, % at 9 µM; 0.078% of 340,000 active; AID 504423, 2011;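 active = highest replicate inhibition at or above 60% at 9 µM, even if other replicates fall short; inactive = all replicates below 60% inhibition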;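 note: 0% = neutral control wells and 100% = 4 µM acridine orange control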
RTF Ca sens inh: cardiac RTF calcium sensitivity inhibitors, primary screen, biochemical, IANBD-TnC fluorescence, EC70 calcium; Troponin I, cardiac muscle (Homo sapiens) + Troponin T, cardiac muscle (Homo sapiens) + …; IANBD-labeled cardiac RTF, Ca2+ fluorescence; inhibition, % at 7.15 µM; 0.12% of 340,000 active;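 active = inhibition above the mean inhibition of all tested compounds plus 3 SD, cut at about 17% in these data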;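 note: assay run at fixed EC70 calcium of 1.6 mM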
Mot1-301 SUMO: yeast Mot1-301 growth rescue at high temperature, primary screen, SUMOylation pathway inhibitor project, S. cerevisiae, ATP luminescence, 38.5C | 1% of 320,000 active | growth rescue, % at 18.8 µM | S. cerevisiae Mot1-301 growth rescue; percent above DMSO median, 100 means doubled;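 active = every valid replicate shows activation above 250% relative to neutral control wells; inactive = the rest, any valid replicate at or below 250%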;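 note: OY570 slx delta 5 strain wells were the positive control but not used for scaling; some compounds called inactive have numbers as strong as hits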
CDK5 p35 inh: inhibitors of human CDK5/p35 kinase, primary screen, biochemical, single concentration | Cyclin-dependent kinase 5 (Homo sapiens) + Cyclin-dependent kinase 5 activator 1 (Homo … | Recombinant CDK5/p35, ADP-Glo luminescence, 60 min | inhibition, % at 10 µM | 0.01% of 330,000 active;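 active = highest replicate inhibition of at least 50% and at least 75% of replicates reaching 50%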;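 note: plate controls were DMSO neutral control for no effect and GW8510 at 10 µM for full effect; many of its hits are not listed in these tables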
Target sequence (Q00535 whole entry, looked up): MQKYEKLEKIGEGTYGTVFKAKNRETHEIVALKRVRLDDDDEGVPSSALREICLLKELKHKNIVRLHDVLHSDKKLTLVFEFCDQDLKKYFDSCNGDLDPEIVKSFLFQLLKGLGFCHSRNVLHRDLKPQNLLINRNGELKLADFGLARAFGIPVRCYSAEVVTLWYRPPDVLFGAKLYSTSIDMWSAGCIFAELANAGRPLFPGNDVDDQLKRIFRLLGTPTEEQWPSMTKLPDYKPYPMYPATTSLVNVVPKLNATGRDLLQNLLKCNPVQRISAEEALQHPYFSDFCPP
Target sequence (Q15078 whole entry, looked up): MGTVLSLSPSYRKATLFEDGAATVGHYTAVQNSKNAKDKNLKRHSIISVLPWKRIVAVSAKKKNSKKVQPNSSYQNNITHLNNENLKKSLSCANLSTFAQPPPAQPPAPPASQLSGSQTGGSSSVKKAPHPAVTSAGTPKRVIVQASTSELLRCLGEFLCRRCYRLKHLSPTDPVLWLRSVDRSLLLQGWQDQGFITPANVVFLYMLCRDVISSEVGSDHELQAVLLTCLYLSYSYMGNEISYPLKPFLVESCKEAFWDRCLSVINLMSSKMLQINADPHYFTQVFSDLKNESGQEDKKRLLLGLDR
PfHsp90 set2: growth inhibition of PfHsp90-expressing yeast, primary screen, antimalarial PfHsp90 inhibitor project, S. cerevisiae, BacTiter-Glo luminescence, single point, set 2; 0.32% of 310,000 active; AID 504621, 2011; inhibition, % at 9.4 µM; BacTiter-Glo ATP, 48 h; yeast lacking PDR1 and PDR3 efflux regulators;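 active = every replicate shows inhibition above about 80%, whatever the replicate mean, limit read from the data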;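 note: 0% = DMSO neutral controls and 100% = 20 µM radicicol positive controls; yeast relying on Plasmodium falciparum Hsp90 in place of its own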
cardiac RTF act: cardiac RTF calcium sensitivity activators, primary screen, biochemical, IANBD-TnC fluorescence, EC20 calcium; Troponin I, cardiac muscle (Homo sapiens) + Troponin T, cardiac muscle (Homo sapiens) + …; IANBD-labeled TnC RTF fluorescence at EC20 calcium; 0% EC20 calcium, 100% full calcium; activation, % at 7.2 µM; 0.24% of 340,000 active; AID 493008, 2010;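 active = activation above the mean over all tested compounds plus 3 SD, cut at about 30% in these data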;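 note: rise in fluorescence read as greater calcium sensitivity of cardiac thin filaments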
NSD2 inh: NSD2 histone methyltransferase inhibitors, primary screen, biochemical, AlphaScreen, single concentration, set 2. NSD2 peptide methylation, 120 min. inhibition, % at 12.5 µM. 0.54% of 310,000 active. AID 743445, 2014; in the data active = inhibition above about 50%
Keap1 Nrf2 FP: Keap1-Nrf2 protein-protein interaction inhibitors, primary screen, biochemical, fluorescence polarization, single point | Kelch-like ECH-associated protein 1 (Homo sapiens), Q14145 | Keap1 Kelch-Nrf2 peptide fluorescence polarization, 1536-well | inhibition, % at 9.4 µM | 0.15% of 340,000 active | AID 504523, 2011; in the data active = inhibition above about 12%;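 note: human Keap1 Kelch domain with fluorescein labeled Nrf2 9mer peptide probe; 0% = neutral control wells and 100% = peptide positive control; higher means more block of Keap1 binding to Nrf2 peptide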
Rtt109 HAT inh: inhibitors of C. albicans Rtt109/Vps75 HAT, primary screen, biochemical, ThioGlo CoA-SH fluorescence, plate reader | Histone acetyltransferase RTT109 (Candida albicans (strain SC5314 / ATCC MYA-2876)), … | purified Rtt109/Vps75, 4 h | inhibition, % at 34.9 µM | 0.16% of 330,000 active | AID 540336, 2011;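 active = inhibition of at least 50% in every replicate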
dFosB act: activators of delta FosB homodimer, primary screen, biochemical, fluorescence polarization, TAMRA-CDK5 oligo, single point; Protein FosB (Mus musculus), P13346; purified delta FosB; percent of positive-control signal above neutral wells; activation, % at 25 µM; 0.99% of 340,000 active; AID 493131, 2011;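 active = mean activation above about 17%, with every replicate also reaching it, limit read from the data, passing the limit was not always enough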;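 note: fluorescence polarization rise as delta FosB binds a TAMRA Cdk5 AP-1 oligo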
Target sequence (P13346 whole entry, looked up): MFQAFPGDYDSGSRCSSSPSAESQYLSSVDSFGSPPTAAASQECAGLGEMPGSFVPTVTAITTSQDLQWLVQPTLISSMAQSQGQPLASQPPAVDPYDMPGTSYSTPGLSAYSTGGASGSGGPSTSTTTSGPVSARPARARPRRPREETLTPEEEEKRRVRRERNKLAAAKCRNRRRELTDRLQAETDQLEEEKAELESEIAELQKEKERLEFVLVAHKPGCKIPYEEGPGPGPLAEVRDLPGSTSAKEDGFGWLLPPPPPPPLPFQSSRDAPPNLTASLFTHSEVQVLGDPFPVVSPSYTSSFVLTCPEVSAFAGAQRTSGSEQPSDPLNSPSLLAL
PvdQ acylase: P. aeruginosa PvdQ acylase inhibitors, primary screen, biochemical, fluorescence, plate reader and imaging, single point | purified PvdQ acylase | inhibition, % at 10 µM | 0.063% of 340,000 active; in the data active = inhibition above about 30%, passing the limit was not always enough;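 note: 0% = vehicle neutral wells and 100% = reference inhibitor wells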
Active calls of the source: *; · = not tested or not shown.

SMILES | C-LANA FP | RTF Ca sens inh | Mot1-301 SUMO | CDK5 p35 inh | PfHsp90 set2 | cardiac RTF act | NSD2 inh | Keap1 Nrf2 FP | Rtt109 HAT inh | dFosB act | PvdQ acylase
Cc1ccccc1N1CCN(Cc2nc(Cc3ccccc3F)no2)CC1 | 0.2 | -6 | 137 | -0.2 | -66 | 8 | -5 | -4 | -7 | -2 | -9
CN(CC(=O)Nc1cc([N+](=O)[O-])ccc1Cl)Cc1ccc(Br)cc1 | 0.4 | 4 | -12 | -0.4 | 16 | -1 | 4 | -4 | 5 | 2 | 16
O=c1[nH]c(=O)n(CCCc2ccccc2)cc1-c1ccccc1 | 3.7 | -9 | · | 1.2 | -33 | -3 | 4 | -1 | 1 | -9 | -15
COc1cc(NS(=O)(=O)c2ccc3[nH]c(=O)[nH]c3c2)cc(OC)c1 | -1.1 | 1 | 12 | -1.2 | 11 | -1 | 0 | 1 | 6 | -1 | -8
CCCOc1ccc(C(=O)O)cc1 | 1.6 | -2 | -9 | -2.6 | 0 | -1 | -2 | -1 | -1 | 3 | -11
C=C(C)CN=C1NN=C(c2cc(C)n(-c3ccc(C)cc3)c2C)CS1 | -2.5 | -7 | -3 | -2.7 | -17 | 7 | 4 | -3 | 4 | 0 | -19
O=C(NCC1CCCO1)c1ccc(NC(=O)C2C3C=CC(C3)C2C(=O)O)cc1 (centres undefined) | -1.5 | 6 | 4 | -0.4 | -1 | -4 | -3 | -2 | -8 | 5 | 4
NCCCCCc1cn(CC(=O)NCCCCCCCCCCC(=O)N2CCNCC2)nn1 | -1.5 | 3 | -9 | 1.0 | -3 | -1 | · | 4 | 19 | 3 | 1
O=c1[nH]c(-c2ccccn2)nc(C(F)(F)F)c1Br | -0.7 | 2 | 16 | -0.4 | 90* | -1 | -8 | -1 | 2 | -6 | -1
Cc1cc(NC(=O)CSc2nc3c(C)c(C)ccc3cc2C)no1 | -0.8 | -5 | 6 | -2.3 | -33 | 1 | 0 | -1 | -4 | 9 | -7
COC(=O)C1=CC(C(=O)c2cccs2)=NN(c2ccc(OC)cc2)C1C(=O)OC (centres undefined) | 0.5 | -18 | -9 | -0.3 | -10 | 3 | 7 | -1 | 9 | -2 | -1
C[C@H]1CN(S(=O)(=O)C(C)(C)C)[C@H](CCO)/C1=C\c1ccccc1 | -0.7 | -7 | · | 12 | -5 | -8 | · | -8 | -3 | -6 | 4
O=C(CNC(=O)c1ccc(Cl)cc1)c1ccc(Cl)cc1 | 3.6 | -7 | 58 | 0.1 | 5 | -3 | -1 | -1 | -5 | 1 | -9
O=C(Cn1cnc2c(cnn2-c2ccccc2)c1=O)N1CCCc2ccccc21 | 2.5 | -6 | 6 | 0.8 | 18 | 0 | -11 | -5 | 14 | -17 | -18
CCc1ccc(OCC(=O)N(Cc2cccs2)C2CCS(=O)(=O)C2)cc1 (centres undefined) | -0.4 | -10 | 6 | -1.6 | -44 | 9 | · | 0 | -12 | -4 | -11
O=C(NC1CCCCCC1)c1ccc(-n2cnnc2)cc1 | -0.3 | 2 | -11 | 0.5 | 4 | -4 | -1 | 1 | -9 | 5 | -9
N#CCCCn1c(O)c(N=NC(=O)C(O)c2ccccc2)c2ccccc21 (centres undefined) | -1.2 | 5 | -9 | -1.5 | 7 | 4 | 2 | 2 | 11 | -4 | 1
O=C(N/N=C\c1ccc(OCC(=O)N2CCCC2)cc1)C(=O)Nc1ccccc1F | -0.9 | -19 | 7 | 0.6 | -15 | -3 | -1 | -4 | 9 | -14 | 5
Cn1c(CO)cnc1SCc1ccccc1 | -0.2 | -1 | · | 0.3 | 13 | -3 | -3 | -4 | -22 | 4 | -20
Cc1cccc(CSC(Nc2ccc(F)cc2)=C(C#N)C#N)c1 | 0.1 | 10 | -9 | 0.5 | -1 | 3 | 2 | -2 | 13 | -2 | -5
CC(C)(C)c1cc(C(=O)Nc2cccc3ccccc23)ccn1 | -1.0 | -4 | -13 | 0.7 | · | -9 | · | 3 | 6 | -6 | 5
CCCNC(=O)COc1ncnc2sc(C)c(C)c12 | -0.2 | 2 | -7 | -0.7 | 9 | -4 | 2 | 0 | 8 | -2 | -1
Cc1csc(NC(C)c2nc3cc(C(F)(F)F)ccc3n2CCCO)n1 (centres undefined) | -0.1 | 0 | -8 | 3.1 | · | 0 | · | -4 | -2 | 1 | -13
O=C(O)Cn1cc(C(=O)c2cccs2)c2ccccc21 | 1.0 | -3 | -7 | -2.2 | -11 | 0 | -2 | -5 | 8 | 2 | -7
NC(=O)C1CCN(C(=S)c2cccs2)CC1 | 0.2 | -4 | · | -0.8 | 41 | -2 | · | -4 | 7 | 9 | -9
COc1ccc(CN2CCCC(C(=O)c3ccc(Cl)cc3)C2)cc1Cn1cccn1 (centres undefined) | · | -6 | -5 | 0.1 | · | 3 | 4 | · | 13 | -4 | 3
CCOc1ccc(S(=O)(=O)NCCC(=O)NC2=NCCS2)cc1 | 4.1 | -11 | -5 | 0.5 | 10 | 4 | -2 | 0 | -1 | -2 | -16
COC(=O)CCCC(=O)Nc1c(F)c(F)c(F)c(F)c1F | -0.6 | -1 | -16 | -1.2 | 30 | -4 | -1 | -2 | -9 | -1 | -10
O=C1C2CC=CCC2C(=O)N1CC(=O)N(Cc1ccccc1)C1CCS(=O)(=O)C1 (centres undefined) | -0.9 | -3 | 6 | -0.2 | · | 1 | 0 | 2 | 2 | 1 | -10
CCN(CC)CCOC(=O)c1ccc(Cl)cc1 | -1.7 | -3 | 200 | -0.3 | 15 | 2 | -4 | -2 | -2 | -3 | -6
CC(C)C(=O)Nc1ccc(NC(=O)c2ccccc2Cl)nc1 | -0.2 | -2 | -9 | -1.4 | -23 | -4 | -1 | 0 | 0 | -2 | -13
c1cncc(-c2nc3c(ccc4ccccc43)[nH]2)c1 | 0.0 | -5 | -5 | 0.9 | · | 7 | 3 | 0 | 17 | 5 | -7
O=C(CSC(=S)N1CCSCC1)c1ccc(Cl)cc1 | -0.3 | -1 | -6 | 1.0 | -12 | 0 | -4 | -1 | -10 | -4 | 3
CCOC(=O)Cc1nnc(NC(=O)C(CC)Sc2nnc3c4ccccc4n(C)c3n2)s1 (centres undefined) | -0.8 | 9 | 158 | -2.0 | -3 | -1 | 0 | -3 | 23 | -10 | 3
COc1ccc(OC)c(N(CC(=O)Nc2cccc3ccccc23)S(C)(=O)=O)c1 | 1.9 | -3 | 43 | 0.1 | 29 | 4 | -1 | -4 | 2 | -2 | 6
CN(CC(=O)NCCc1ccccc1)S(=O)(=O)c1cnc[nH]1 | -0.3 | 1 | -4 | 1.1 | 3 | 0 | -3 | -2 | 3 | -1 | -20
Cc1ccccc1OCCC(=O)OCC(=O)N1c2ccccc2NC(=O)C1(C)C | 1.9 | -12 | 1 | -0.7 | -22 | 6 | 2 | -9 | -4 | -9 | -19
CCN(CC)c1nc(NNC(=O)c2ccccc2)nc(N(CC)CC)n1 | 1.0 | -10 | · | -1.0 | -11 | 3 | -1 | -3 | -2 | -7 | -2
C=CCOc1c(Cl)cc(C(=S)N2CCCC2)cc1OCC | -1.5 | -1 | -5 | -1.0 | · | -3 | 0 | -4 | 3 | -2 | 4
O=C(Nc1ccc(Oc2cccc(C(F)(F)F)c2)nc1)c1cccs1 | -0.7 | -6 | 135 | 0.2 | 4 | 2 | -2 | -3 | 7 | -3 | -12
O=C(Nc1ccc2nc3n(c(=O)c2c1)CCCC3)c1cc([N+](=O)[O-])ccc1F | 0.1 | -6 | -13 | -0.9 | 18 | 1 | 0 | 1 | 4 | -3 | -4
O=C(Nc1cccc(Cl)c1)Nc1cccc(Cl)c1 | -1.0 | -8 | -18 | 0.9 | -10 | -3 | -2 | 3 | -1 | -2 | 11
O=c1c2c(nc3cc(-c4ccc(F)cc4)[nH]n13)CCC2 | -2.0 | 5 | -2 | -1.7 | 7 | -2 | 1 | 1 | -9 | -4 | 0
COc1cc(Nc2cccc[n+]2C)cc(OC)c1OC | -5.7 | -11 | -17 | -0.1 | -8 | -3 | -5 | 2 | 8 | -2 | -10
C=CCc1c(C)nc(-c2ccccc2)nc1N/N=C(\C)c1ccc(N)cc1 | -1.8 | 6 | 125 | -2.3 | -2 | -13 | 9 | -11 | 11 | -6 | 3
CN(C)c1ccc(N=Nc2ccc(S(=O)(=O)O)cc2)c2ccccc12 | 4.4 | 9 | -14 | 0.9 | -9 | -4 | 32 | 1 | 40 | 2 | 6
O=C(O)C=C1CCN(c2ncc(C(F)(F)F)cc2Cl)CC1 | 1.3 | 1 | 205 | -0.7 | · | -1 | 0 | -2 | 2 | 7 | 4
COc1ccc(NC(=O)C2CCCN(S(=O)(=O)c3c(C)[nH]c(=O)[nH]c3=O)C2)cc1OC (centres undefined) | -1.4 | -10 | 9 | -0.5 | -5 | -2 | 0 | 5 | 12 | 5 | -2
Cc1nn(Cc2ccc(Cl)c(Cl)c2)c(C)c1NC(=O)c1sc2ccccc2c1Cl | 0.7 | 3 | 25 | 1.0 | -30 | 4 | 12 | -2 | -3 | -7 | -18
Cn1c(CO)cnc1SCC(=O)c1ccc(Cl)cc1 | 1.4 | -1 | 7 | -1.5 | 17 | 4 | -5 | -6 | -5 | -4 | -24
Cc1ccc(-c2csc(NC(=O)CN3CCOCC3)n2)cc1 | -1.4 | -13 | -1 | -1.4 | 18 | 0 | -1 | -1 | -10 | -6 | -13
CC(C)NC(=O)CCn1nc(-c2ccc(Cl)cc2)c2ccccc2c1=O | -0.3 | -13 | -11 | 0.4 | 11 | 2 | -3 | -2 | 7 | -12 | 7
CCN1CCN(Cc2ccc(NC(=O)CC3Oc4ccc(C)cc4NC3=O)cc2)CC1 (centres undefined) | 0.7 | 1 | -18 | 1.1 | -6 | 4 | · | -8 | 0 | -7 | -7
